DRD3 agonist = D3 dopamine receptor (human) agonism. P35462. actives 0.58% (n = 410,000). max activation, %. D3R DiscoveRx beta-arrestin cells, luminescence, 90 min; in the data active = max activation above about 30%; also: 0% is about no effect; mostly tested at two doses, the higher about 12 µM
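Agonist mode: compounds and dopamine controls were applied to plated cells for 90 min at 37 degrees C after an overnight attachment at 1500 cells/well. Luminescent read-out followed 30 - 60 minutes at room temperature with DiscoveRx detection reagent.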
pAkt inh = inhibitors of Akt phosphorylation; Neuro2A IGF-stimulated pAkt S473 HTRF, 20 min; hits give low values; activity change, % for hits at 50 µM; actives 0.32% (n = 360,000); AID 651550; in the data active = activity change below about -80%; inconclusive = mostly about -51% to -80%; also: % is scaled to controls: 0 for no effect and ±100 for the full control effect
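Neuro2A cells (4,500/well, DMEM with 0.5% FBS) were treated with compound at a single 50 µM final concentration, stimulated with 6 nM IGF for 20 min at 37 °C, and lysed. Phospho-Akt Ser473 was read by HTRF as 665/615 ratio ×10^4.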
PTHR1 agonist = PTHR1 (human) receptor agonism; HEK293 GP2 PTHR1 cells, GloSensor cAMP luminescence, 1 h; Potency, µM (highest dose often 115 µM), for the others: at the top dose activation, usual class: activators; AID 743266; Q03431; actives 0.075% (n = 410,000); also: potency is read from the fitted curve at half-maximal effect; nearly all actives have a fitted effect of over 55% in size; some results filed as inactive show a strong effect at the top dose; inactives centre near -15; many of its hits are not listed in these tables
Target sequence (Q03431 whole entry, looked up): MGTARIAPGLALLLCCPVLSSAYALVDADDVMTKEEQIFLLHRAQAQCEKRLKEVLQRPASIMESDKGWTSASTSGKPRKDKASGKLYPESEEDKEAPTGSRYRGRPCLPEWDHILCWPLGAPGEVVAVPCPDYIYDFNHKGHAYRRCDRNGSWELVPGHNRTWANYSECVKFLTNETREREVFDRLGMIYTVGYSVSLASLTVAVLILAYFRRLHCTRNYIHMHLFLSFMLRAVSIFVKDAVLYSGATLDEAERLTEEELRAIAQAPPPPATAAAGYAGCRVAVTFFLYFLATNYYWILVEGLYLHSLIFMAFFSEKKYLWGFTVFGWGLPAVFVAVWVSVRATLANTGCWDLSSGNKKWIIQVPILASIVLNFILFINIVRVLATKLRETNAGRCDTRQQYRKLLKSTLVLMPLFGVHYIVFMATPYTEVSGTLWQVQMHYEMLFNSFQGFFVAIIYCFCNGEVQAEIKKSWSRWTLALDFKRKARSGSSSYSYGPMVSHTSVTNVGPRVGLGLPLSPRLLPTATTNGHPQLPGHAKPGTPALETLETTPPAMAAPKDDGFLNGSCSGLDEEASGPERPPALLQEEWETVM
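HEK-293-derived GP2 cells expressing PTHR1 and a GloSensor cAMP reporter, 3,000/well, plated overnight, given luciferin plus IBMX (each 0.5 mM as added) for 1 h at 37 °C, then compound for 1 h at 37 °C. Luminescence was read after 15 min at room temperature.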
Mm-Cpn inhibitor = inhibitors of Methanococcus maripaludis chaperonin (MmCpn) | AID 504842 | actives 0.031% (n = 330,000) | purified Mm-Cpn ATPase, ADP Transcreener TR-FRET | Potency, µM (highest dose often 76.9 µM), for inactives: at the top dose activity, negative = inhibition, hits mostly inhibitors; also: potency is read from the fitted curve at half-maximal effect; % is scaled to controls: 0 for no effect and ±100 for the full control effect; nearly all actives have a fitted effect of over 80% in size
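Quantitative HTS used 25 nM Mm-CPN and 10 uM ATP in magnesium/KCl Tris buffer, pH 7.4, with 1 mM DTT. Hydrolysis ran 30 min at 37°C; ADP was read by HTRF.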
CCT modulator = cytosolic chaperonin activity modulation | actives 0.3% (n = 360,000) | purified chaperonin ATPase assay, HTRF ADP detection, 30 min | activity change, % (concentration not given with the values), hits read low; in the data active = activity change below about -30%; also: % is scaled to controls: 0 for no effect and ±100 for the full control effect
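TRiC at 40 or 20 nM final (batch-dependent) in 30 mM Tris pH 7.4, 100 mM KCl, 5 mM MgCl2, 1 mM DTT, with compound at single 76 uM and 10 uM ATP, 30 min at 37 deg C. ADP detected by HTRF Transcreener, 665/615 ratio.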
D3 antag = antagonists of human D3 dopamine receptor. D3R cells, DiscoveRx beta-arrestin luminescence, antagonist mode; hits give low values. P35462. AID 652054. actives 2.5% (n = 360,000). max response, negative = inhibition, %; in the data active = max response below about -50%; inconclusive = no clear call, values can overlap the other calls; also: % is scaled to controls: 0 for no effect and ±100 for the full control effect; mostly tested at two doses, the higher about 12 µM
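Cells plated overnight at 1500 cells/well, then exposed to library compounds with dopamine controls for 90 minutes at 37 degrees C. DiscoveRx reagent added for 30–60 minutes at room temperature; luminescence read, quantitative HTS format.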
EPAC2 agonist = EPAC2 (human) agonism; Q8WZA2; EPAC2 activation, biochemical qHTS; response scale: 100% = 6.5 mM cAMP response; Potency, µM (series often up to 154 µM), without a hit: at the highest dose activation, hits mostly activators; actives 0.079% (n = 360,000); also: potency is read from the fitted curve at half-maximal effect; nearly all actives have a fitted effect of over 50% in size
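Compounds were titrated in qHTS against a Rap1B-BODIPY-GDP (250 nM) complex with EPAC2 (100 nM) and GDP (50 uM). BODIPY-GDP release tracked at 480/540 nm over 30 min at room temperature, normalized to 6.5 mM cAMP.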
EPAC2 antagonist = antagonists of human EPAC2. Q8WZA2. EPAC2 GEF exchange of Rap1B-BODIPY-GDP, fluorescence. Potency, µM (top dose mostly 114 µM), for inactives: at the top dose activity, negative = inhibition, hits mostly inhibitors. actives 0.18% (n = 360,000). AID 720708; also: potency is read from the fitted curve at half-maximal effect; % is scaled to controls: 0 for no effect and ±100 for the full control effect; nearly all actives have a fitted effect of over 45% in size; many of its hits are not listed in these tables
* marks the source's active call; other numbers are inactive results; i = inactive; ? = inconclusive; nt = no result given; [ ] = dose if it differs, or a comment. Unless noted, calls follow the shape of the dose curve; as a rule, active = well fitted curve in the direction sought with a large enough effect; inconclusive = small, poorly fitted or top-dose-only effect, or another doubt; inactive = no such curve, though single readings can be large; an effect the other way counts as inactive or inconclusive.

1	O=C(Nc1nc2ccccc2[nH]1)C1CCN(S(=O)(=O)c2cccs2)CC1
2	CCCCn1c(N)c(N(CC(C)C)C(=O)COC(=O)C2(c3ccccc3)CC2)c(=O)[nH]c1=O
3	Cc1cc(Br)ccc1NC(=O)CN(C)C(=O)CSCc1ccccc1
4	C1CC1Cc1noc(CN2CCN(CC3CC3)CC2)n1
5	CCOc1ccc(S(=O)(=O)N2CCC(C(=O)NC3CCCC3)CC2)cc1
6	Cc1cc(C)nc(N2CCCC(C(=O)NC(C)CCc3ccco3)C2)n1 (configuration not stated)
7	COc1ccccc1Cc1c(-c2cccc(Cl)c2)nc2ccc(Cl)cn12
8	COc1ccc(NC(=O)c2ccc(S(=O)(=O)NCc3cccnc3)cc2)cc1
compound no.	1	2	3	4	5	6	7	8
DRD3 agonist	7	6	-7	-8	6	1	-14	-15
pAkt inh	i	i	i	i	i	nt	i	i
PTHR1 agonist	-22%[57.5 µM]	i	i	i	i	-12%[57.5 µM]	0%	-81%[inhibitor]
Mm-Cpn inhibitor	0%	6%	?	0%	-2%	-1%	nt	-3%
CCT modulator	-0.3	-1.3	3.8	-0.4	-0.9	-2.1	0.6	1.2
D3 antag	27	2	-1	-28	9	17	-23	10
EPAC2 agonist	-19%	-21%	3%	6%	-6%	9%	5%	6%
EPAC2 antagonist	?	2%	-12%	-3%	7%	1%	1%	-9%

9	CCCCn1c(=O)[nH]c(=O)c2c(C(=O)OCC)cc(-c3cccs3)nc21
10	CC1(C(=O)Nc2nnc(C(C)(C)C)s2)Cc2ccccc2C(=O)O1 (configuration not stated)
11	Cc1cc(-c2n[nH]c(=S)n2Cc2ccccc2)cs1
12	Cc1cc(C)cc(-n2c(C)cc(/C=N/NC(=O)c3ccncc3)c2C)c1
13	Cc1cccc(C)c1NC(=O)NN=C1CCCCC1
14	O=C(CSc1nnc(-c2cc(-c3cccs3)nc3ccccc23)o1)NC1CCCCC1
15	Cc1ccc(Cn2c(N)nc3ccccc32)cc1
16	O=C(C1=C(O)C(=O)N(Cc2cccnc2)C1c1ccccn1)c1cccs1 (configuration not stated)
compound no.	9	10	11	12	13	14	15	16
DRD3 agonist	-3	-10	0	-6	7	5	-8	-5
pAkt inh	i	i	i	i	i	i	i	i
PTHR1 agonist	i	-8%[57.5 µM]	i	-9%	-55%[inhibitor]	-49%[inhibitor][57.5 µM]	-28%	16%
Mm-Cpn inhibitor	2%	-6%	-1%	-5%	1%	-5%	-2%	3%
CCT modulator	-0.5	-2.5	-2.5	1.7	2.1	1.1	-0.4	-0.3
D3 antag	17	2	6	32	8	-4	-7	-13
EPAC2 agonist	-8%	6%	1%	-5%	4%	-1%	-5%	-1%
EPAC2 antagonist	0%	-1%	-6%	1%	3%	-1%	0%	5%

17	O=C(CSc1ncn[nH]1)c1ccc2c(c1)OCO2
18	COc1ccc(OCC(=O)NC(=S)Nc2ccc(S(=O)(=O)Nc3cc(C)on3)cc2)cc1
19	Cc1ccc(-c2nc(C(=O)NCCCN3CCOCC3)cc3c2[nH]c2ccccc23)cc1
20	C=CCn1c(SCC(=O)Nc2cc(C)ccc2C)nnc1-c1cnccn1
21	CCCCC(=O)Nc1ccc(NC(=S)NC(=O)CCCCl)cc1OC
22	Cc1[nH]n(-c2ccccc2)c(=O)c1-c1ccc(Cl)cc1
23	CCOC(=O)CSc1nccc(N(C)C)c1C#N
24	Cc1ccc(C(=O)Nc2cccc(S(=O)(=O)N3CCOCC3)c2)cc1[N+](=O)[O-]
25	COc1ccc(NC(=O)CSc2nnc(-c3cccnc3)s2)cc1
26	CC(C)(C)c1cc(N/C=C\c2nnnn2-c2ccc(Br)cc2)no1
27	CCOc1ccc(N(CC(=O)Nc2ccc(F)c(F)c2)S(=O)(=O)c2c(C)noc2C)cc1
compound no.	17	18	19	20	21	22	23	24	25	26	27
DRD3 agonist	-10	0	-5	-2	-8	-2	2	-3	-2	1	-9
pAkt inh	i	i	i	i	i	i	i	i	i	i	i
PTHR1 agonist	i	i	-19%	i	-2%	-50%[inhibitor]	i	i	-24%	i	-20%
Mm-Cpn inhibitor	-2%	-4%	-1%	1%	-6%	1%	-1%	2%	-4%	2%	2%
CCT modulator	-1.7	-0.5	0.0	-0.7	-0.4	0.5	-1.9	-2.2	-4.9	-0.8	-3.6
D3 antag	-25	8	40	18	2	-25	44	-10	-7	-17	-10
EPAC2 agonist	4%	3%	17%	8%	5%	0%	-4%	25%	16%	-3%	3%
EPAC2 antagonist	8%	-2%	-2%	1%	-4%	12%	15%	-11%	3%	9%	2%

Structural class, the entries above with an NH in an aromatic ring.
1	O=C(Nc1nc2ccccc2[nH]1)C1CCN(S(=O)(=O)c2cccs2)CC1
2	CCCCn1c(N)c(N(CC(C)C)C(=O)COC(=O)C2(c3ccccc3)CC2)c(=O)[nH]c1=O
9	CCCCn1c(=O)[nH]c(=O)c2c(C(=O)OCC)cc(-c3cccs3)nc21
11	Cc1cc(-c2n[nH]c(=S)n2Cc2ccccc2)cs1
17	O=C(CSc1ncn[nH]1)c1ccc2c(c1)OCO2
19	Cc1ccc(-c2nc(C(=O)NCCCN3CCOCC3)cc3c2[nH]c2ccccc23)cc1
22	Cc1[nH]n(-c2ccccc2)c(=O)c1-c1ccc(Cl)cc1
compound no.	1	2	9	11	17	19	22
DRD3 agonist	7	6	-3	0	-10	-5	-2
pAkt inh	i	i	i	i	i	i	i
PTHR1 agonist	-22%[57.5 µM]	i	i	i	i	-19%	-50%[inhibitor]
Mm-Cpn inhibitor	0%	6%	2%	-1%	-2%	-1%	1%
CCT modulator	-0.3	-1.3	-0.5	-2.5	-1.7	0.0	0.5
D3 antag	27	2	17	6	-25	40	-25
EPAC2 agonist	-19%	-21%	-8%	1%	4%	17%	0%
EPAC2 antagonist	?	2%	0%	-6%	8%	-2%	12%

Bioassay records: PubChem BioAssay, National Center for Advancing Translational Sciences (NCATS)

Only part of the results is shown. The share of hits here may be higher or lower than overall.
